Screening results: PubChem, National Center for Advancing Translational Sciences (NCATS)
D3 antag = qHTS of D3 Dopamine Receptor Antagonist: qHTS | AID 652054, 2013 | 360,000 tested, 2.5% active | D3R cells, DiscoveRx beta-arrestin luminescence, antagonist mode; hits give low values | max response, negative = inhibition, %; in the data active = max response below about -50%; inconclusive = no clear call, values can overlap the other calls; note: % is set by controls: 0 for no effect and ±100 for the full control effect; mostly tested at two doses, the higher about 12 µM
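Cells plated overnight at 1500 cells/well, then exposed to library compounds with dopamine controls for 90 minutes at 37 degrees C. DiscoveRx reagent added for 30–60 minutes at room temperature; luminescence read, quantitative HTS format.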
DRD3 agonist = qHTS of D3 Dopamine Receptor Agonist: qHTS | D(3) dopamine receptor (Homo sapiens), P35462 | D3R DiscoveRx beta-arrestin cells, luminescence, 90 min | max activation, % | 410,000 tested, 0.58% active | AID 652048, 2013; in the data active = max activation above about 30%; note: 0% is about no effect; mostly tested at two doses, the higher about 12 µM
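Agonist mode: compounds and dopamine controls were applied to plated cells for 90 min at 37 degrees C after an overnight attachment at 1500 cells/well. Luminescent read-out followed 30 - 60 minutes at room temperature with DiscoveRx detection reagent.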
EPAC2 ag = qHTS for Agonist of cAMP-regulated guanine nucleotide exchange factor 4 (EPAC2): primary screen | 360,000 tested, 0.079% active | Rap guanine nucleotide exchange factor 4 (Homo sapiens), Q8WZA2 | Potency, µM (titrated, usually from 154 µM), inactives show at the highest dose activation, most hits filed as activators | EPAC2 activation, biochemical qHTS; response scale: 100% = 6.5 mM cAMP response | AID 720711, 2013; note: potency is the fitted concentration of half-maximal effect; nearly all actives have a fitted effect of over 50% in size
Target sequence (Q8WZA2 whole entry, looked up): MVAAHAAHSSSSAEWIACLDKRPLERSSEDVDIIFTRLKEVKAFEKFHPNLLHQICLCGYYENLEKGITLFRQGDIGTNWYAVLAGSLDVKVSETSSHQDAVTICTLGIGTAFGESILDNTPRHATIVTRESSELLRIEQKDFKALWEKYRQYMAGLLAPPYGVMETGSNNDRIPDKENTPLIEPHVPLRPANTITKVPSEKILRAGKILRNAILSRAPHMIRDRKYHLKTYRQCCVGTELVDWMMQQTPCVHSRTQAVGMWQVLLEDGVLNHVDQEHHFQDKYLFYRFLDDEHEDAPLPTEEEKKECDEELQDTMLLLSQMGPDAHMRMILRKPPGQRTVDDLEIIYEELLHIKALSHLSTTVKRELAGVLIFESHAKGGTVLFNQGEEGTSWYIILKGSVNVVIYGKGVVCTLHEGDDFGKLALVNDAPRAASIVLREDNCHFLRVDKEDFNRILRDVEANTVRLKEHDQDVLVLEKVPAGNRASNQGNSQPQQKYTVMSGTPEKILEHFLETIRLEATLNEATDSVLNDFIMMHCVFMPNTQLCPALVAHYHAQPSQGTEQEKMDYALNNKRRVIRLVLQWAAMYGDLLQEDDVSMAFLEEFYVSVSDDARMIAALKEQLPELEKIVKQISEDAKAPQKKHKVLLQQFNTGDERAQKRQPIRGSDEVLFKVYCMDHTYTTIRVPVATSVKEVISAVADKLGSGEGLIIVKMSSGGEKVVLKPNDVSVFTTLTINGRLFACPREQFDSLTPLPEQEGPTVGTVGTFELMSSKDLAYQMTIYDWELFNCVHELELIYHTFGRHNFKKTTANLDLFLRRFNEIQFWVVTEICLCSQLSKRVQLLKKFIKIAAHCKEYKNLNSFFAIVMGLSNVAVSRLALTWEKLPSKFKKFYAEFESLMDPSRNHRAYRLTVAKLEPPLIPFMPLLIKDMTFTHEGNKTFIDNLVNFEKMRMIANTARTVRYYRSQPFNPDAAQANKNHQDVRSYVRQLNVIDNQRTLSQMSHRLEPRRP
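Fluorescence exchange assay: 100 nM EPAC2 with 250 nM RAP1B-BODIPY-GDP and 50 uM GDP; compounds tested as a concentration-titration series (qHTS). Loss of Rap1-bound BODIPY-GDP fluorescence read at 480/540 nm; data normalized to 6.5 mM cAMP.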
aSyn yeast inh = qHTS of alpha-syn Inhibitors; Potency, µM (highest dose often 46.1 µM), without a hit: at the highest dose growth rescue (activation), actives largely listed as activators; 370,000 tested, 0.14% active; AID 652106, 2013; Yeast expressing alpha-synuclein, growth rescue, BacTiter-Glo, 24 h; note: potency is the fitted concentration of half-maximal effect; % of control where 0% means no effect; nearly all actives have a fitted effect of over 65% in size
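Galactose-induced alpha-syn yeast (OD600=0.02, raffinose-pregrown) + pinned cpd, 24 hr, 30 deg C; growth by BacTiter-Glo luminescence. Growth restoration scores as activation.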
EPAC2 antag = qHTS for Antagonist of cAMP-regulated guanine nucleotide exchange factor 2 (EPAC2): primary screen. Rap guanine nucleotide exchange factor 4 (Homo sapiens), Q8WZA2. EPAC2 GEF exchange of Rap1B-BODIPY-GDP, fluorescence. Potency, µM (top dose mostly 114 µM), inactives show top-dose activity, negative = inhibition, most hits filed as inhibitors. 360,000 tested, 0.18% active. AID 720708, 2013; note: potency is the fitted concentration of half-maximal effect; % is set by controls: 0 for no effect and ±100 for the full control effect; nearly all actives have a fitted effect of over 45% in size; many of its hits are not listed in these tables
Abeta yeast res = qHTS for compounds that reverse cellular toxicity of Amyloid beta (A-beta) peptide in yeast: Primary Screen; yeast expressing A-beta42, growth rescue, OD600, 48 h; response scale: 0% DMSO, 100% iron-clioquinol control; 410,000 tested, 0.063% active; Potency, µM (highest dose often 46.1 µM), for inactives: at the highest dose growth rescue, usual class: activators; AID 1347071, 2019; note: potency is the fitted concentration of half-maximal effect; nearly all actives have a fitted effect of over 55% in size
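Yeast growth medium received pinned compounds, then yeast cells expressing toxic A-beta were added; plates incubated at 30 C for 48 hr. Growth read as absorbance at 600 nm, normalized to DMSO and equimolar FeCl3 plus clioquinol controls.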
TDP43 rescue = qHTS of TDP-43 Inhibitors; 410,000 tested, 1.8% active; Potency, µM (doses to about 46.1 µM), for inactives: at the top dose growth rescue (activation), hits mostly activators; AID 652104, 2013; TDP-43 expressing yeast growth rescue, BacTiter-Glo, 24 h; note: potency is the fitted concentration of half-maximal effect; % of control where 0% means no effect; nearly all actives have a fitted effect of over 50% in size
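Luminescence from BacTiter-Glo reports growth of TDP-43-expressing yeast after 24 hr at 30 deg C with compound. Cells were raffinose-pregrown to mid-log, then seeded in galactose medium at OD600=0.02.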
FUS suppressor = qHTS for Suppressors of FUS Proteinopathy: Primary screen using FUS-linked yeast assay; S. cerevisiae FUS-expressing, growth rescue, OD600, 24 h; Potency, µM (series often up to 76.6 µM), for the others: top-dose growth rescue (activation), most hits filed as activators; 390,000 tested, 0.24% active; AID 1347120, 2019;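 note: potency is the fitted concentration of half-maximal effect; plate controls were DMSO vehicle for no effect and reference control for full effect; nearly all actives have a fitted effect of over 55% in size; some results filed as inactive show a strong effect at the top dose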
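Yeast expressing FUS under galactose induction, OD 0.005 in 2% galactose medium; compounds in a dilution series, 24 h at 30C. Growth rescue by absorbance at 600 nm; CP55940 positive control, DMSO negative.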
The depositor's hits bear a star; ? = inconclusive; . = not tested or not shown; & = joins results of further samples; [ ] = remark or other dose. Unless noted, calls come from the whole dose curve; as a rule, active = well fitted curve in the direction sought with a large enough effect; inconclusive = small, poorly fitted or top-dose-only effect, or another doubt; inactive = no such curve, though single readings can be large; an effect the other way counts as inactive or inconclusive. Only part of the results is shown. The share of hits here may be higher or lower than overall.

SMILES | D3 antag | DRD3 agonist | EPAC2 ag | aSyn yeast inh | EPAC2 antag | Abeta yeast res | TDP43 rescue | FUS suppressor
CCOc1ccc(C2SCC(=O)Nc3c2c(=O)[nH]n3C2CCCCCC2)cc1 (stereo not given) | 8 | -1 | -5% | -1% | 5% | 11% | -4% | 16%
O=C1NC(=S)NC(=O)C1=Cc1cccn1-c1ccc(O)cc1 | -14 | -4 | -7% | 0% | -4% | 11% | 4% | -11%
CCOc1ccc(NC(=O)c2c(C)nn(Cc3ccccc3)c2Cl)cc1 | -3 | 1 | -10% | 0% | -2% | -8% | -8% | 7%
CCOC(=O)C1(c2ccccc2)CCN(CC(=O)Nc2ccc(C)cc2)CC1 | -56* | -6 | 16% | 2% | -17% | -6% | 4% | 5%
COP(=S)(OC)Oc1ccc(SC)c(C)c1 | -4 | 3&-13 | 17% | -1% | -14% | -9% | 0% | .
O=C(Nc1c(Cl)cccc1Cl)Oc1cccc2cccnc12 | -52* | 2 | -2% | -53%[inhibitor] | 12% | -91%[inhibitor] | ? | 18%
CCOC(=O)C1(CCCc2ccccc2)CCN(C2CCCC2)CC1 | ? | -6 | 9% | -6% | 4% | -6% | -8% | 4%
COC(=O)C1=C(c2ccc(S(C)(=O)=O)cc2)C[C@@H]2CC[C@H]1N2C(=O)NC(C)C | ? | -2 | 0% | -2% | 11% | 2% | 19% | -34%
CC/C(=N\NC(=O)c1ccccc1O)c1c(O)n(Cc2ccccc2)c(=O)[nH]c1=O | -3 | 0 | -11% | 7% | ? | 2% | -5% | 25%
O=[N+]([O-])c1cccc(CN2CCN(Cc3ccc(Cl)cc3)CC2)c1 | -79* | -12 | 8% | 0% | 0% | -6% | 12% | 7%
CCOC(=O)CCN=Cc1c(O)n(-c2ccc(Br)cc2)c(=O)[nH]c1=O | 12 | 0 | 2% | 1% | -2% | 4% | 9% | -1%
C1CCC2CCCCC2C1 (stereo not given) | 18 | 1 | 5% | -6% | -4% | -20% | 19% | -35%
O=c1[nH]c(=O)n(CCc2ccccc2)c(O)c1C=NCCCn1ccnc1 | 11 | 0 | 12%[15.6 µM] | -4% | 6% | 3% | -7% | -4%
COc1ccc(CCNC2CCCCCC2)cc1 | -15 | -10 | -2% | -6% | 18% | -4% | -23% | 5%
O=C(NCCO)c1nsnc1NCCCl | 2 | -1 | 5% | 2% | 0% | -10% | 16% | -10%
CCC(=NCC1CCCO1)c1c(O)n(Cc2ccccc2)c(=O)[nH]c1=O (stereo not given) | 0 | -1 | 2% | 1% | -11%[57.1 µM] | 9% | 9% | 8%
CC(=O)OC1CCC2(C)C3CCC4(C)C(OC(C)=O)CCC4C3C(C)C2(O)C1 (stereo not given) | 2 | 1 | 9% | -1% | -4% | 12% | 1% | 27%
CCN(CC)C(=O)c1ccc(NC(=O)c2c(C)noc2C)cc1 | -1 | -6 | 14% | 1% | -5% | -1% | 10% | .
Cc1nc2cc(-c3cccc(F)c3)nn2c(C)c1CCC(=O)N1CCC2(CC1)OCCO2 | 18 | 0 | -12% | 1% | 7% | -13% | 18% | 7%
COc1cc(NC(=O)CN2C3CCC2CC(O)(c2cccnc2)C3)cc(OC)c1 (stereo not given) | 0 | -8 | 4% | -5% | 4% | 3% | 2% | -1%
Cc1cc(Oc2ccc(C(F)(F)F)cc2[N+](=O)[O-])c2c3c(c(=O)oc2c1)CCC3 | 9 | -4 | 4% | -6% | 20% | -15% | -12% | 2%
C[C@H]1CCC/C=C/C2C[C@H](O)CC2[C@H](O)/C=C/C(=O)O1 (stereo not given in full) | 5 | 24 | 10% | -1% | -9% | -72%[inhibitor] | 6% | -32%
CO[C@H]1C=CCCC=CC(=O)O[C@H]([C@H](C)C(=O)CCCC2CC(=O)NC(=O)C2)C(C)=C[C@@H](C)[C@@H]1O | -25 | -13 | 3% | -8% | 12% | -5% | 6% | -10%
COc1ccc(C(C)=O)cc1CN1CC=C(c2ccccc2)CC1 | -101* | -19 | -2% | 0% | 1% | 5% | -14% | 17%
N=c1sccn1Cc1ccccc1F | 0 | -2 | -1% | -7% | 0% | -22% | -4% | -2%
CCc1c(C)nc(N)nc1N1N=C1SCC#N | -5 | 7 | 1% | -1% | 2% | 4% | -4% | 23%
c1cc(CNCCc2ccc3c(c2)OCO3)ccn1 | -9 | -1 | 9% | -6% | 1% | -7% | -14% | -2%
CC(CCN1CC1)=NNC(=O)Nc1cccc2ccccc12 | 0 | -9 | 6% | 5% | 9% | -8% | 0% | .
CN1C2CCC1CC(OC(=O)c1cc(Cl)cc(Cl)c1)C2 (stereo not given) | -8 | -11 | 0% | -7%&1% | 14% | -10% | -19% | 15%
COc1ccccc1OP(=O)(Nc1ccc(Br)cc1)Oc1ccccc1OC | 22 | 5 | 8% | 1% | -28% | ? | 5% | -22%
Cc1c(C(c2ccccc2Cl)c2c(O)c3ccccc3oc2=O)c(=O)n(-c2ccccc2)n1C (stereo not given) | 13 | 4 | 9% | 11% | 5% | -1% | 7.9µM* | 18%
Cc1ccc(-n2c(/C=C/c3cccs3)nc3ccccc3c2=O)cc1C | . | 4 | . | . | . | -25% | 2% | 34%
Cc1nn(Cc2ccccc2Cl)c(C)c1C(=O)OCC(=O)N1CC(C)OC(C)C1 (stereo not given) | -15 | -4 | -7% | 0% | 1% | 0% | -4% | .
CC(=O)Nc1ccc(OC(=O)N(C)C)cc1 | 14 | 1 | 11% | -9% | 0% | -8% | 17% | -11%
Nc1ccc(C2(c3ccc(N)cc3)CN3CCC2CC3)cc1 | 8 | 2 | 3% | 3% | 5% | 7% | -7% | -1%
COC(=O)C1=C(c2ccc(F)cc2F)C[C@@H]2CC[C@H]1N2C(=O)N1CCC(C)CC1 | -16 | -14 | 1% | -1% | -25% | 4% | 16% | 14%

Compound profiles, from the list above. Order of values: D3 antag | DRD3 agonist | EPAC2 ag | aSyn yeast inh | EPAC2 antag | Abeta yeast res | TDP43 rescue | FUS suppressor
N=c1sccn1Cc1ccccc1F across the screens: 0 | -2 | -1% | -7% | 0% | -22% | -4% | -2%
CC(=O)Nc1ccc(OC(=O)N(C)C)cc1 across the screens: 14 | 1 | 11% | -9% | 0% | -8% | 17% | -11%

Continued:
SMILES | D3 antag | DRD3 agonist | EPAC2 ag | aSyn yeast inh | EPAC2 antag | Abeta yeast res | TDP43 rescue | FUS suppressor
CCCCn1c(O)c(/C=C2\C=Nc3ccccc32)c(=O)[nH]c1=O | -28 | -6 | -35%[inhibitor] | 0% | 32%[activator] | -7% | 3% | ?
O=Cc1c(C(=O)O)n(Cc2ccc(F)cc2Cl)c2ccccc12 | -26 | -14 | 2% | -1% | ? | -8% | -9% | -20%
Cn1c(=O)oc2cc(NC(=O)CCl)ccc21 | -11 | -2 | 7% | 1% | 1% | -4% | ? | -9%
CN(C)CCSCc1nnc2n1-c1ccc(Cl)cc1C(c1ccccc1Cl)=NC2 | 6 | -5 | 0% | -1% | 8% | 7% | 10% | 4%
CC(C)(C)C(=O)N1Cc2cnnn2-c2ccccc2C1C#N (stereo not given) | 45 | 0 | 6% | 6% | -7% | 5% | 10% | -31%
COC(=O)C1=COC(C)C2CN3CCC4(C(=O)Nc5ccccc54)C3CC12 (stereo not given) | -2 | 2 | -7% | 9% | -19% | -2% | -6% | 6%
CCC(=NCc1ccco1)c1c(O)n(Cc2ccccc2)c(=O)[nH]c1=O | 25 | -4 | 14% | 5% | -7% | 3% | 25% | 42%
CC(Cc1ccccc1Sc1ccccc1O)N(C)C (stereo not given) | -26 | -19 | 6% | 0% | 0% | 6% | -5% | 0%
COc1cccc(C2C([N+](=O)[O-])=C(N)Oc3c2c(=O)oc2ccccc32)c1 (stereo not given) | -22 | 0 | -3% | 4% | -5% | 7% | 5% | -9%
OC12ONC(c3ccccn3)C1N1CCC2CC1 (stereo not given) | ? | -7 | 0% | 1% | -7% | ? | -8%[0.397 µM] | 7%
Cn1c(=O)c2nncnc2n(C)c1=O | 8 | 4 | 0% | 2% | 5% | 6% | -3% | .
CCOc1nc(NC(C)C)nc(N2CC3CC(C2)c2cccc(=O)n2C3)n1 (stereo not given) | 5 | 3 | -4% | 15% | 0%[57.1 µM] | -7% | 8% | -28%
COCCNC(=O)N1[C@H]2CC[C@@H]1C(C(=O)OC)=C(c1ccc(OC(F)(F)F)cc1)C2 | 9 | -5 | -4% | 1% | -11% | 1% | 12% | 17%
Cc1ccc(/C=C2\C(=O)NC(=O)N(CC3CCCO3)C2=O)s1 (stereo not given) | -14 | -2 | 10% | 1% | 2% | 20% | -14%[1.82 µM] | 20%
Cn1c(=O)[nH]c2nncnc2c1=O | 2 | -7 | 5% | -3% | -7% | -1% | -23% | 3%
C/C(=N\Nc1cccc2ccccc12)c1c(O)n(Cc2ccccc2)c(=O)[nH]c1=O | 2 | 0 | -10% | -1% | 0% | 20% | -1% | .
CCCCN1C(=O)/C(=C/c2ccc(N(C)C)cc2)C(=O)N(Cc2ccco2)C1=O | 0 | -5 | -8% | -7% | 10% | -3% | -7% | 40%
CC(C)CNP(=S)(c1ccccc1)C(C)(C)C (stereo not given) | 3 | 1 | -2% | 1% | ? | ? | -10% | -13%
COC(=O)CSc1nnc(CNC(=O)c2cccc(C)c2)n1-c1ccccc1OC | 7 | 1 | 0% | ? | 2% | -4% | 5% | .
Clc1cccc(Cl)c1C1N2CCCN12 (stereo not given) | 0 | -6 | -4% | 1% | 3% | 9% | 2% | 6%
CCCCNC(=O)Nc1ccc(C(O)(C(=O)OCC)C(F)(F)F)cc1 (stereo not given) | 27 | -6 | 8% | -2% | -6% | 6% | -3% | 36%
CC(c1ccccc1F)n1cc(C(=O)Nc2ccc3nc[nH]c3c2)nn1 (stereo not given) | -24 | -8 | 1% | -6% | -7% | -1% | -1% | 26%
